# SIAH1 antagonists: Siah-1 peptide-binding antagonists, primary screen, biochemical, fluorescence polarization, rhodamine-plectin, uHTS (AID 1817); Siah-1 / rhodamine-plectin peptide fluorescence polarization; higher % means a stronger effect; displacement, % at 20 µM, or IC50 in µM where a hit was titrated; actives 0.02% (n = 290,000);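 active means displacement of at least 50% at 20 µM, with a fluorescence ratio check between 0.3 and a set limit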;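 further: plate controls were Siah plus tracer with DMSO for no effect and tracer alone without Siah for full effect; strong numbers were not always called active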
# XIAP antagonists: XIAP antagonists, biochemical, IAP family, fluorescence polarization (AID 1018); XIAP BIR domain, fluorescence polarization peptide displacement; higher % means a stronger effect; displacement, % at 20 µM; hits with a dose series show IC50 in µM; actives 0.007% (n = 200,000); in the data active means displacement above about 50%; further: a part of the inactive calls stands beside numbers as strong as those of hits
# TNAP activation fold: human TNAP enzyme activators, primary screen, biochemical, luminescent, no phosphate acceptor, uHTS (AID 1001) | purified TNAP, luminescent activation assay, no phosphate acceptor; higher activation fold means a stronger effect | one-dose activation fold at 20 µM; EC50 in µM for titrated hits | actives 0.03% (n = 200,000); in the data active means activation fold from about 3, or a potency from the dose series; inactive means the rest, 99 in 100 with activation fold below about 1.6; further: many of its hits are not listed in these tables
# Hep lipid drop: hepatic lipid droplet formation modulation | actives 0.4% (n = 240,000) | AML12 mouse hepatocytes, oleate lipid droplets, BODIPY imaging | inhibition, % at 6.5 µM;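 active means lipid droplet intensity inhibited by at least 50%, with more than 500 cells counted; inconclusive means wells with under 300 cells, treated as cytotoxic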
#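 Material: mouse AML12 hepatocyte cell line, fixed after treatment; Timing: compound with oleate, overnight; Technique: high-content imaging of BODIPY-stained droplets and DAPI nuclei; Probe or stimulus: oleate, 100 µM final; Dosing: compound at 6.5 µM only.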
# UTI89 phage lysis: protection from phage-mediated lysis, alamar blue read-out – E. coli UTI89, K1F phage, bacterial capsule biogenesis inhibitors (AID 488966) | E. coli UTI89 K1F phage lysis, alamar blue, 2 h; higher % means a stronger effect | inhibition, % at 100 µM; hits with a dose series show IC50 in µM | actives 0.02% (n = 340,000);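 active means phage lysis inhibition, versus mean bacterial control, above a set limit; inconclusive means no clear call, values can overlap the other calls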;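 further: capsule biogenesis inhibitors block K1F phage lysis so surviving cells raise fluorescence; higher fluorescence means more inhibition of phage lysis; actives were called in the ten point dose series up to 300 µM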
# human PMI inhibitors: human PMI inhibitors, high substrate, primary screen, biochemical, fluorescence intensity, high mannose 6-phosphate (AID 1220) | inhibition, % at 20 µM, or IC50 in µM where a hit was titrated | recombinant PMI enzyme, coupled fluorescence intensity; higher % means a stronger effect | actives 0.66% (n = 190,000)
# M1AAP inhibition: malaria alanyl aminopeptidase activity blockers – biochemical, fluorogenic H-Leu-NHMec substrate, 1536-well (AID 1445) | inhibition, % at 30 µM, or IC50 in µM where a hit was titrated | recombinant M1AAP, H-Leu-NHMec fluorogenic kinetic assay; higher % means a stronger effect | actives 0.42% (n = 220,000);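 active means primary inhibition above the hit cutoff, then over 50% inhibition at one or more dose response concentrations, cut at about 23% in these data, passing the limit was not always enough; inconclusive means conflicting primary data, or primary hits not chosen for dose response; inactive means low primary inhibition, or under 50% at every dose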;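 further: plate controls were DMSO full reaction for no effect and no enzyme background for full effect; strong numbers were not always called active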
# human PMI inhibition: inhibitors of human PMI, primary screen, biochemical, fluorescence intensity, coupled assay (AID 1209). purified PMI enzyme, coupled fluorescence intensity; higher % means a stronger effect. inhibition, % at 20 µM, or IC50 in µM where a hit was titrated. actives 0.42% (n = 190,000);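 further: plate controls were DMSO vehicle for no effect and wells lacking substrate for full effect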
# M17LAP inhibition: P. falciparum M17LAP inhibitors, primary screen, biochemical, fluorogenic H-Leu-NHMec substrate, 1536-well (AID 1619) | recombinant M17LAP, H-Leu-NHMec fluorogenic kinetic assay; higher % means a stronger effect | one-dose inhibition, % at 30 µM; IC50 in µM for titrated hits | actives 0.38% (n = 220,000);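 active means compound inhibiting the enzyme by more than half at any dose during confirmatory dose-response retesting; inconclusive means strong single-dose inhibitors picked by rank but not retested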;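 further: plate controls were full reaction with DMSO carrier for no effect and no enzyme background for full effect; strong numbers were not always called active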
# Hep lipid drop cells 6.5 µM: second read-out of Hep lipid drop, no call of its own (marks repeat the call); cell count; measured here: cell count, cytotoxicity flag;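 cells counted across two imaged fields per well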
# Starred values were filed as active, the others as inactive; i = inactive; u = inconclusive; x = no result given; [ ] = remark or other dose. Unless noted, no stated cut-off is given here; in the data, active means inhibition above about 50%; inactive means the rest.
# Values run as follows: SIAH1 antagonists, XIAP antagonists, TNAP activation fold, Hep lipid drop, Hep lipid drop cells 6.5 µM, UTI89 phage lysis, human PMI inhibitors, M1AAP inhibition, human PMI inhibition, M17LAP inhibition
Cc1ccc2oc(-c3cccc(NC(=S)NC(=O)c4cccs4)c3)nc2c1
→ 6%, -13%, 1.1, 12, 648, 0.7%, 0%, 2%, 12%, 9%
O=C(C(Sc1ccccc1)c1ccc(Br)cc1)N1CCOCC1 (stereo not given)
→ 3%, -1.4%, 1.1, -36, 667, 0.0%, -1%, 5%, 6%, -9%
CCn1c(C)cc(=S)c2ccccc21
→ -3%, -2.6%, 1, 0, 738, 0.1%, -69%, -3%, -23%, 3%
Cc1ccc(NC(=S)NC2CCCCC2)cc1S(=O)(=O)N(C)C
→ -2%, -8.7%, 1.2, -19, 605, 0.1%, -9%, 4%, -15%, 10%
CC[C@H](C)[C@@H]1NC(=O)c2cc([N+](=O)[O-])cc(I)c2SC[C@@H](C(N)=O)NC(=O)[C@H](CCCCN)NC1=O
→ -2%, -9.3%, 1, -4, 764, x, -21%, 0%, -19%, -2%
NC(=O)Cn1nnc(-c2ccccc2NC(=O)c2cnccn2)n1
→ -2%, -2.9%, 1, 5, 789, 3.1%, -4%, 2%, 0%, 2%
O=C(NC(c1ccccc1)c1c(O)ccc2ccccc12)c1ccccc1Cl (stereo not given)
→ 2%, -3.2%, 1, x, x, 1.6%, 15%, -2%, 17%, -13%
C=CCn1c(SCCCc2ccccc2)nc2c1c(=O)[nH]c(=O)n2C
→ -3%, -3.0%, 1.2, 16, 685, 3.7%, 12%, -1%, 16%, -7%
COc1ccc(NC(=O)C23CC4CC(C2)CC(n2cnc(Br)n2)(C4)C3)c(OC)c1
→ -7%, -6.0%, 1, -16, 750, -1.8%, 0%, 3%, 7%, -3%
Cc1cc(Br)ccc1OCC(=O)NNC(=O)Cc1ccccc1
→ 2%, -5.2%, 1.5, 8, 740, 0.1%, 10%, 5%, -1%, -13%
COc1ccnc(N=CNOCc2cccc(C(F)(F)F)c2)c1C#N
→ 1%, -4.3%, 1.1, -4, 703, -0.8%, 11%, -2%, 15%, -2%
Cc1ccc(C2CC(c3ccc(Cl)cc3)=NNC2=O)cc1 (stereo not given)
→ -4%, -3.8%, 1, -2, 836, -0.1%, 15%, 9%, 20%, 1%
Cc1ccc(SCc2[nH]nc3c2C2(C(=O)N(C)c4ccccc42)C(C#N)=C(N)O3)cc1 (stereo not given)
→ -4%, -8.7%, 1, -3, 755, 0.7%, 0%, 5%, 8%, 17%
COC(=O)c1ccc(/C=N/OCC(=O)NC2CCCCCCC2)cc1
→ -2%, -5.3%, 1.1, 9, 826, 1.5%, 7%, -5%, 3%, 16%
CN(C)C(=O)c1ccc(NC(=O)c2cncc(Br)c2)cc1
→ 6%, -2.9%, 1.1, -29, 745, 0.6%, -9%, 14%, -11%, -7%
Oc1c(CN2CCN(c3ccc(F)cc3)CC2)cc(Cl)c2cccnc12
→ -8%, 3.8%, 1.1, -3, 745, -0.5%, 17%, -10%, 24%, 4%
Cc1ccccc1N=CC=C1OC(C)(C)C(C)(C)O1
→ -2%, -8.5%, 1, 7, 628, 0.3%, -37%, -3%, -25%, -4%
CCOC(=O)N1CCN(C(=O)CCc2nc3sc4c(c3c(=O)[nH]2)CCCC4)CC1
→ 13%, x, x, -10, 694, 0.0%, x, -8%, x, -7%
CN(Cc1cn(C)c2ccccc12)C(=S)Nc1cc(F)cc(F)c1
→ -5%, -0.3%, 1, -3, 654, 3.1%[50 µM], 9%, -1%, 9%, -2%
Cc1ccc(-c2cc(-c3ccccc3)nc(Cl)n2)cc1
→ 6%, 0.7%, 1.1, x, x, 3.5%, 12%, 6%, 17%, 1%
Cc1cc(C)cc(OC2CCCCC2NS(=O)(=O)c2ccccc2)c1 (stereo not given)
→ -6%, -4.6%, 1.1, -12, 469, -0.5%, 2%, 3%, 19%, -23%
O=C(c1cccc(F)c1)N1CCN(S(=O)(=O)c2ccc(C(F)(F)F)cc2)CC1
→ -4%, 0.1%, 1.1, x, x, -0.3%, 1%, -2%, -9%, -3%
O=C1NC(=S)SC1=C1CCCC1
→ -3%, -7.6%, 1.1, -6, 767, 0.3%, 0%, 22%, -1%, -23%
COc1ccc(Cl)cc1-c1nc(-c2ccncc2)no1
→ 2%, -0.9%, 1, 1, 743, 0.6%, 9%, -6%, 15%, 1%
Cc1cc(=O)n(-c2ccc(O)cc2)[nH]1
→ 2%, -9.7%, 1.1, x, x, 1.1%, -70%, 13%, -28%, 31%
COc1cccc(NC(=O)c2nn(C34CC5CC(CC(C5)C3)C4)cc2[N+](=O)[O-])c1
→ 2%, -0.5%, 1, x, x, -1.2%, 10%, -6%, 10%, 12%
Cc1ccccc1Oc1nc(-c2ccccn2)nc2ccccc12
→ 3%, x, x, 4, 718, i, x, 14%, x, 21%
Cc1cc(NC(=O)c2noc3c2CCCCC3)no1
→ -2%, -4.9%, 0.9, x, x, -0.7%, 1%, 6%, -9%, 6%
CCOC(=O)C(NS(=O)(=O)c1ccc(Br)cc1)C(C)C (stereo not given)
→ 1%, -6.6%, 1.1, x, x, 0.4%, 7%, 5%, 12%, -3%
NC(=O)c1cccn1Cc1cccc(Cl)c1
→ 1%, -6.0%, 1.1, 13, 850, -0.2%, -3%, 8%, 8%, 11%
COc1ccc(C2(CCN=Cc3ccc(N(C)C)cc3)CCOC(C)(C)C2)cc1 (stereo not given)
→ -3%, x, x, -17, 686, 0.1%, x, 6%, x, -4%
COc1ccc(S(=O)(=O)NCC2CCCN(Cc3cccnc3)C2)cc1 (stereo not given)
→ -4%, -14%, 1.1, 4, 687, 0.7%, 4%, 2%, 12%, 14%
COC(=O)c1cccc(N(C(=O)c2cnccn2)C(C(=O)NC2CCCCC2)c2cn(C)nc2C)c1 (stereo not given)
→ 3%, -3.2%, 1, -3, 708, -0.2%, 14%, 8%, 12%, 3%
CCc1nnc(NC(=O)CCC(=O)N2CCN(Cc3ccc(Cl)cc3)CC2)s1
→ -2%, -3.9%, 1, -8, 758, 0.2%, -7%, -4%, -2%, -6%
O=[N+]([O-])c1cccc(-n2nnnc2CNCc2ccccc2)c1
→ 5%, x, x, -18, 695, -0.3%[50 µM], x, -1%, x, 10%
Cc1cccc(N/N=C(\C=N\N)C(=O)c2ccc(Br)cc2)c1
→ 0%, -2.8%, 1, 32, 730, x, 15%, 17%, 5%, -5%
O=C(Nc1nccs1)c1ccc(Cl)c(S(=O)(=O)N2CCOCC2)c1
→ 3%, -2.9%, 1.1, x, x, 0.3%, 1%, 13%, 1%, 3%
CC1(C)Cc2c(sc3nc(-c4cc5ccccc5o4)n(N)c(=O)c23)CO1
→ 4%, -1.2%, 1.1, 1, 722, 0.1%, 7%, 16%, 10%, 3%
Cc1cc(C)nc(NS(=O)(=O)c2ccc(CC(C)C)cc2)c1
→ -1%, x, x, -22, 631, 0.9%[50 µM], x, 3%, x, 3%
NS(=O)(=O)c1cccc(NS(=O)(=O)c2ccc(/C=C/C(=O)OCC(=O)c3ccc(Br)cc3)cc2)c1
→ 2%, -1.7%, 0.9, 2, 696, 0.5%, 14%, 8%, 10%, 4%
COc1ccc(-c2nc(NC(=O)C3CCN(c4nc5ccccc5o4)CC3)sc2C)cc1
→ 3%, -2.6%, 1.1, x, x, -0.4%, 13%, 3%, 27%, -11%
CC(C)Cn1c(N)c(C=O)c(=O)n(C)c1=O
→ -3%, -7.5%, 0.9, 8, 677, 0.6%, -1%, 4%, -2%, -20%
CC(C)/C=N/NC(=O)c1cccc(N2CCCC2=O)c1
→ 2%, -7.8%, 1.1, -7, 600, 2.7%, 3%, 2%, 1%, 0%
CCOC(=O)N1CCC(N2Cc3cccc(C(=O)NCc4ccccc4OC)c3C2=O)CC1
→ 3%, 0.2%, 1, -12, 678, 2.9%, -4%, 8%, 1%, 6%
O=C(NNC(=O)c1ccccc1O)c1ccc(Cl)cc1
→ 0%, -1.5%, 1.6, x, x, 5.5%, -8%, u, -9%, 9%

# Single records (already shown). Screens in order: SIAH1 antagonists, XIAP antagonists, TNAP activation fold, Hep lipid drop, Hep lipid drop cells 6.5 µM, UTI89 phage lysis, human PMI inhibitors, M1AAP inhibition, human PMI inhibition, M17LAP inhibition
# Shown for O=C(NNC(=O)c1ccccc1O)c1ccc(Cl)cc1 → 0%, -1.5%, 1.6, x, x, 5.5%, -8%, u, -9%, 9%
# Shown for Cc1cccc(N/N=C(\C=N\N)C(=O)c2ccc(Br)cc2)c1 → 0%, -2.8%, 1, 32, 730, x, 15%, 17%, 5%, -5%
# Shown for CCOC(=O)N1CCC(N2Cc3cccc(C(=O)NCc4ccccc4OC)c3C2=O)CC1 → 3%, 0.2%, 1, -12, 678, 2.9%, -4%, 8%, 1%, 6%
# Shown for CC(C)Cn1c(N)c(C=O)c(=O)n(C)c1=O → -3%, -7.5%, 0.9, 8, 677, 0.6%, -1%, 4%, -2%, -20%

# Other results
# Values run as follows: SIAH1 antagonists, XIAP antagonists, TNAP activation fold, Hep lipid drop, Hep lipid drop cells 6.5 µM, UTI89 phage lysis, human PMI inhibitors, M1AAP inhibition, human PMI inhibition, M17LAP inhibition
COc1ccccc1N(Cc1ccccc1)S(=O)(=O)c1cccc(C(=O)O)c1
→ -4%, -0.1%, 1.1, 4, 625, 0.6%[50 µM], -13%, 0%, -16%, 13%
CC(C)(CCl)C(=O)Nc1ccc(Sc2ccc(F)cc2)cc1
→ -7%, -8.2%, 1, x, x, 1.0%, 0%, 9%, 10%, 5%
Cc1[nH]n2c(=O)cc(Cc3ccccc3)nc2c1C#N
→ 0%, -11%, 1, 2, 687, -0.7%, 11%, 7%, 13%, 9%
COc1cccc(CN=CC2=C(O)CC(C)(C)CC2=O)c1OC
→ 3%, -3.2%, 1.1, -1, 680, -0.2%[50 µM], 8%, 5%, 7%, -9%
CSc1nc2sc3c(c2c(=O)n1CC(C)C)CC(C)(C)OC3
→ 12%, x, x, -16, 664, x, x, -1%, x, 0%
CCOC(=O)c1cnn(-c2ccccc2)c1-n1cccc1C(=O)C(=O)Nc1ccccc1C(F)(F)F
→ -3%, 3.2%, 1.1, x, x, 1.8%[50 µM], 4%, 3%, 6%, -3%
CCOc1cc(C2NN=C(c3ccc(C)cc3)S2)ccc1O (stereo not given)
→ 7%, 1.4%, 0.9, -2, 628, 3.5%[50 µM], -1%, 2%, -3%, 3%
O=C(CN1CCC(C(=O)c2ccc3c(c2)OCCO3)CC1)NC1CCCC1
→ 2%, -5.0%, 1.1, x, x, 5.8%, 11%, 16%, 3%, 4%
COC(CNC(=O)Cn1ncc2ccsc2c1=O)OC
→ 4%, -9.3%, 1.1, 6, 802, 0.4%, 5%, 1%, -1%, 0%

# High-throughput results deposited in PubChem BioAssay by several laboratories.
